# MazEF act: increases E. coli MazEF RNase cleavage of RNA | P0AE70 | FAM/BHQ RNA-DNA oligo cleavage fluorescence, 5 h | activation, % at 20 µM | 0.32% of 350,000 active; in the data active = activation above about 50%
# Target sequence (P0AE70 whole entry, looked up): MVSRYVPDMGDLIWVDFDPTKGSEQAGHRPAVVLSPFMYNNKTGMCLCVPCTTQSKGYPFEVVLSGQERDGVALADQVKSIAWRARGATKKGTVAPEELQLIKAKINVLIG
# GDH-TPI inh: counter-screen for M. tuberculosis FBA inhibitors: GDH-TPI coupled enzymes; AID 588335; inhibition, % at 4.8 µM; 1.2% of 360,000 active; GDH-TPI coupled enzyme counterscreen, NADH absorbance; in the data active = inhibition above about 30%;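 also: 0% = DMSO wells and 100% = wells lacking the enzyme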
# Mtb UGM inh: inhibitors of M. tuberculosis UDP-galactopyranose mutase; inhibition, % at 10 µM; P9WIQ1; 0.06% of 320,000 active; purified UGM, fluorescence polarization probe displacement; AID 504406; in the data active = inhibition above about 10%, passing the limit was not always enough; inconclusive = no clear call, values can overlap the other calls
# Target sequence (P9WIQ1 whole entry, looked up): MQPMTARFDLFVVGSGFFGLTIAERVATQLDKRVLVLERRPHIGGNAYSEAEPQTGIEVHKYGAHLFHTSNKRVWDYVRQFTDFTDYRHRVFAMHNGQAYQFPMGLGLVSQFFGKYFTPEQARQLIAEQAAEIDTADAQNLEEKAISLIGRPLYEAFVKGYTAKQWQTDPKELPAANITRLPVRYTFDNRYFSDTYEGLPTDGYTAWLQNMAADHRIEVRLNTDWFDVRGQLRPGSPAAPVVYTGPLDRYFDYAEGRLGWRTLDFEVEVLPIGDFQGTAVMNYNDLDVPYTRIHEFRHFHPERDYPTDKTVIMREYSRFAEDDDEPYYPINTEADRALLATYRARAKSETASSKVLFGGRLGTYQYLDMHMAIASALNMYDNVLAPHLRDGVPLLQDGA
# Rv3671c protease: inhibitors of M. tuberculosis serine protease Rv3671c. P9WHR9. inhibition, % at 5.96 µM. 0.048% of 320,000 active. AID 2606; in the data active = inhibition above about 38%;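 also: extracellular domain of Rv3671c used as enzyme; 0% = enzyme with DMSO and 100% = no enzyme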
# PrPC TRFRET: inhibitors of human cell surface prion protein PrPC; P04156; TR-FRET read-out; inhibition, % at 13.8 µM; 0.43% of 370,000 active; AID 720596; in the data active = inhibition above about 24%; also: 0% = median of the test wells and 100% = reference compound wells
# BoNT-F LC inh: inhibitors of Botulinum neurotoxin F light chain protease; Multiplex microsphere protease cleavage assay, flow cytometry; inhibition, % at 10 µM; 0.22% of 360,000 active; in the data active = inhibition above about 35%, passing the limit was not always enough; inconclusive = no clear call, values can overlap the other calls; also: plate controls were buffer without enzyme for full effect and enzyme alone for no effect
# FadD28 binding: blocks FadD28 binding to the bisubstrate probe. fluorescence polarization. inhibition, % at 12.5 µM. 0.22% of 360,000 active; in the data active = inhibition above about 8.5%, passing the limit was not always enough; inconclusive = no clear call, values can overlap the other calls
# Mtb FBA inh: inhibitors of M. tuberculosis fructose-bisphosphate aldolase; purified M. tuberculosis FBA, fluorescence read-out; 2.3% of 360,000 active; AID 588726; P9WQA3; inhibition, % at 1 µM; in the data active = inhibition above about 27%;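 also: 0% = vehicle and 100% = reference inhibitor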
# Target sequence (P9WQA3 whole entry, looked up): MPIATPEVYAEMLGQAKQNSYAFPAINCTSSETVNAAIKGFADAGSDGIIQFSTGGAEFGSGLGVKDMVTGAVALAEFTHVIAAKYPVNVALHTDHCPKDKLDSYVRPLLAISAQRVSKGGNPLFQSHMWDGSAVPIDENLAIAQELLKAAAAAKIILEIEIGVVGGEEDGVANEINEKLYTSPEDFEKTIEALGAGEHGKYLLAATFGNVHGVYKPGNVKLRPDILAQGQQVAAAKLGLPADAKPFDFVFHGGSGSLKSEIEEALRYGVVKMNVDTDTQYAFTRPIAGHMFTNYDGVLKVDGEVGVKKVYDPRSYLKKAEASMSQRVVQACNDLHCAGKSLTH
# Mtb BioA inh: inhibitors of Mycobacterium tuberculosis BioA enzyme | AID 602481 | inhibition, % at 9.99 µM | 0.096% of 360,000 active | purified M. tuberculosis BioA enzyme, plate reader; in the data active = inhibition above about 40%; inconclusive = no clear call, values can overlap the other calls
# An asterisk follows results filed as active; ? = inconclusive; . = not tested or not shown; & = joins results of further samples.
1. O=C(c1cccs1)N1CCN=C1SCc1ccc(Cl)cc1
2. COc1ccc(-c2noc(C3CCCN(C(=O)c4ccccc4OC)C3)n2)cc1OC (stereo not given)
3. COc1cc(NC(=O)CCc2nnc3ccc(N4CCC5(CC4)OCCO5)nn23)cc(OC)c1
4. COc1ccc(NS(=O)(=O)c2ccc(N3CCCC3)c(NC(=S)Nc3cccc(C)c3C)c2)cc1
5. Cc1cc(S(=O)(=O)/N=C(\N)c2ccc(C(N)=O)cc2)cc(C)c1F
6. O=C(Nc1cccc(Cl)c1)c1ccc2sc([C@@H]3O[C@H](CO)[C@H](O)[C@H](O)[C@H]3O)nc2c1

screen / no.	1	2	3	4	5	6
MazEF act	-8	-11	-14	7	1	.
GDH-TPI inh	3	12	7	2	-1	-1
Mtb UGM inh	0.9	-3.9	-2.6	-0.7	1.1	.
Rv3671c protease	-9	-3	-1	-3	-10	.
PrPC TRFRET	10	.	6	11	-6	-7
BoNT-F LC inh	-4	0	2	-1	5	-3
FadD28 binding	-3.8	0.4	-1.7	-1.3	.	-5.6
Mtb FBA inh	1	0	4	5	1	1
Mtb BioA inh	.	.	-0.5	-1.0	1.9	0.9

# Overlap with the part before: 2 compounds; new compounds follow.
5. Cc1cc(S(=O)(=O)/N=C(\N)c2ccc(C(N)=O)cc2)cc(C)c1F
6. O=C(Nc1cccc(Cl)c1)c1ccc2sc([C@@H]3O[C@H](CO)[C@H](O)[C@H](O)[C@H]3O)nc2c1
7. CC12CN(C(=S)Nc3ccccc3)CC(C)(CN(C(=S)Nc3ccccc3)C1)C2=O
8. Cc1ccc(C(=O)CSc2ncnc3sc4c(c23)CCCC4)cc1
9. CCOC(=O)c1ccc(NC(=O)Cn2ncc(Cl)c(Cl)c2=O)cc1
10. CCC(=O)OCCNc1cc(Sc2nccn2C)c2nonc2c1[N+](=O)[O-]
11. Cc1cc(C)nc(NC2=NCC(=O)N2CCc2c[nH]c3ccccc23)n1
12. COc1cccc(C(=O)N2CCN(c3ccc(N4CCOCC4)nn3)CC2)c1

screen / no.	5	6	7	8	9	10	11	12
MazEF act	1	.	10	4	8	4	12	7
GDH-TPI inh	-1	-1	9	2	7	8	4	-4
Mtb UGM inh	1.1	.	0.4	-0.5	-1.8	-1.7	-0.1	.
Rv3671c protease	-10	.	3	-1	-17	4	4	-9
PrPC TRFRET	-6	-7	7	5	-5	-11	4	-11
BoNT-F LC inh	5	-3	-8	-7	-1	-4	-10	?
FadD28 binding	.	-5.6	-1.3	-1.4	-0.6	0.6	5.1	-0.3
Mtb FBA inh	1	1	1	3	1	-2	16	29*
Mtb BioA inh	1.9	0.9	-0.9	1.2	.	.	-2.4	.

# Pulled one by one from the list above, 4 records:
8. Cc1ccc(C(=O)CSc2ncnc3sc4c(c23)CCCC4)cc1
7. CC12CN(C(=S)Nc3ccccc3)CC(C)(CN(C(=S)Nc3ccccc3)C1)C2=O
12. COc1cccc(C(=O)N2CCN(c3ccc(N4CCOCC4)nn3)CC2)c1
6. O=C(Nc1cccc(Cl)c1)c1ccc2sc([C@@H]3O[C@H](CO)[C@H](O)[C@H](O)[C@H]3O)nc2c1

screen / no.	8	7	12	6
MazEF act	4	10	7	.
GDH-TPI inh	2	9	-4	-1
Mtb UGM inh	-0.5	0.4	.	.
Rv3671c protease	-1	3	-9	.
PrPC TRFRET	5	7	-11	-7
BoNT-F LC inh	-7	-8	?	-3
FadD28 binding	-1.4	-1.3	-0.3	-5.6
Mtb FBA inh	3	1	29*	1
Mtb BioA inh	1.2	-0.9	.	0.9

# (listing goes on)
13. COc1ccc(S(=O)(=O)N2CCOCC2)cc1NC(=O)C1CCN(S(=O)(=O)c2ccc(Cl)cc2)CC1
14. CCn1c(=O)c2ccccc2n(CC(=O)NCCC2=CCCCC2)c1=O
15. O=[N+]([O-])c1ccc(COc2ccc(CNc3ccccc3)cc2)cc1
16. COc1ccc(/C=N/NC(=O)CC(=O)NCc2cccnc2)c(OC)c1
17. COc1ccc(C(=O)N/N=C/c2ccc(OC)c(COc3ccc(F)cc3F)c2)cc1
18. CN1CCN(c2ccc(S(=O)(=O)N3CCOCC3)cc2NC(=O)COc2ccc(C#N)cc2)CC1

screen / no.	13	14	15	16	17	18
MazEF act	-1	3	6	3	-3	6
GDH-TPI inh	5	2	4	18	9	8
Mtb UGM inh	.	1.3	4.3	-3.1	2.4	.
Rv3671c protease	.	-11	-4	-2	-110	.
PrPC TRFRET	-2	1	-2	3	-1	3
BoNT-F LC inh	-2	22	-3	6	-4	0
FadD28 binding	-2.0	-0.2	-4.5	-1.7	-2.5	-0.4
Mtb FBA inh	2	2	-4	-2	0	4
Mtb BioA inh	-1.3	-1.7	.	.	-1.0	-1.8

19. CCC(C)Sc1cccc(-c2nc3ccc(C)cn3c2NCc2ccccc2)c1 (stereo not given)
20. Cc1ccc(OCC(=O)N2CC(C)OC(C)C2)c([N+](=O)[O-])n1 (stereo not given)
21. CCc1cc(-c2n[nH]c(C)c2-c2nc3ccccc3n2C)c(O)cc1O
22. COc1ccc(-n2c(Cn3c(=O)sc4ccccc43)nnc2SCC(=O)N2CCCCC2)cc1
23. Cc1nc(S(=O)(=O)NC2CCCCC2)c(C#N)c(C)c1Cl
24. CCCN(CC(=O)Nc1ccccc1OC)C(=O)CCNC(=O)c1ccccc1OC

screen / no.	19	20	21	22	23	24
MazEF act	-1	8	14	8	2	1
GDH-TPI inh	15	-2	3	10	-1	-6
Mtb UGM inh	0.6	-1.1	-1.7	-2.4	-1.8	-0.1
Rv3671c protease	2	8	6	3	3	3
PrPC TRFRET	15&10	-4	11	-9	13	0
BoNT-F LC inh	-9&-12	-1	-3	1	-6	-2
FadD28 binding	-0.3	-1.0	-11	-2.3	-4.7	-0.5
Mtb FBA inh	39*	1	3	4	-2	0
Mtb BioA inh	-1.1	-0.9	0.5	-0.2	-0.3	-1.5

25. Cc1ccccc1-c1cc2nc(NCCc3ccncc3)n(C)c(=O)c2s1
26. Cc1ccc(S(=O)(=O)N2CCC(Oc3cccc(C(F)(F)F)c3)CC2)cc1
27. CC1CN(c2ccc(NC(=S)Nc3ccc(N4CC(C)OC(C)C4)cc3)cc2)CC(C)O1 (stereo not given)
28. O=c1[nH]c(SCCOc2cccc3ccccc23)nc2ccccc12
29. COC(=O)N(C)CCCC1(C)C(=O)N(C)c2ccc(O)cc21 (stereo not given)
30. Cc1nc2sc(C(c3ccco3)N3CCC(Cc4ccccc4)CC3)c(O)n2n1 (stereo not given)

screen / no.	25	26	27	28	29	30
MazEF act	.	0	0	37	4	4
GDH-TPI inh	5	2	2	4	8	14
Mtb UGM inh	.	3.0	0.2	-0.1	-0.7	-1.3
Rv3671c protease	.	-2	3	3	3	-5
PrPC TRFRET	10	-2	-6	4	4	-5
BoNT-F LC inh	1	0	-18	11	-2	1
FadD28 binding	-10	-0.4	-1.7	1.8	0.9	-1.6
Mtb FBA inh	1	2	0	0	5	-1
Mtb BioA inh	5.0	-0.5	-1.3	.	-1.1	4.0

31. O=C(O)c1nn(CCOc2ccc(Br)cc2)c(=O)c2ccccc12
32. COc1ccc2nc(SCC(=O)NC3CCCCC3C)[nH]c2c1 (stereo not given)
33. CS(=O)(=O)c1ccc(Cl)c(NC(=O)CSc2n[nH]c(N)n2)c1
34. CC(=O)c1nn(-c2cccc(Br)c2)cc1C(=O)c1ccc(C)cc1
35. Cc1nc(S(=O)(=O)Cc2ccccc2)nc2c1CCC2
36. COc1cccc(-c2cc(C(=O)N3CC4(C)CC3CC(C)(C)C4)no2)c1 (stereo not given)

screen / no.	31	32	33	34	35	36
MazEF act	-12	0	-3	1	-14	-1
GDH-TPI inh	-3	0	15	17	4	14
Mtb UGM inh	-1.1	1.8	0.9	-1.2	0.6	1.0
Rv3671c protease	-8	-6	0	-3	2	4
PrPC TRFRET	1	16	-5	-4	8	4
BoNT-F LC inh	-5	-4	2	?	-1	7
FadD28 binding	-3.7	-0.3	-0.3	0.5	-2.4	-2.0
Mtb FBA inh	-1	0	0	-2	1	0
Mtb BioA inh	0.4	-0.3	-0.5	-1.1	0.4	-1.2

37. Cc1cc2c(cc(C(=O)OCC(=O)NCc3cccs3)n2C(C)C)o1
38. Cc1ccc(NC(=O)COC(=O)CC2CC3CCC2C3)cc1S(=O)(=O)N1CCOCC1 (stereo not given)
39. CSc1nc(O)c(N=Nc2ccc(F)cc2F)c(=O)[nH]1
40. Cc1[nH]c2c(C)cccc2c1CCNC(=O)C1CCCCC1C(=O)OCC(F)(F)F (stereo not given)
41. COc1cccc(C(O)c2nc3ccccc3n2C(C)C)c1 (stereo not given)
42. Cc1ccc(NC(=O)CN2C(=O)NC3(CCCCC3C)C2=O)cc1S(=O)(=O)N1CCOCC1 (stereo not given)

screen / no.	37	38	39	40	41	42
MazEF act	-6	13	0	2	-10	6
GDH-TPI inh	13	0	7	-6	9	-2
Mtb UGM inh	-2.9	-0.6	-1.2	-1.4	2.7	.
Rv3671c protease	-10	-3	-3	5	-6	.
PrPC TRFRET	.	8	1	-2	-9	3
BoNT-F LC inh	-2	-1	-18	-4	-6	3
FadD28 binding	-2.6	4.8	-1.0	-3.9	-3.1	-4.3
Mtb FBA inh	3	-2	-18	-2	1	-1
Mtb BioA inh	.	-1.7	-0.3	0.1	0.1	-0.3

43. CCCNC(=O)c1cc(C2CCCN(C(=O)c3cc(F)ccc3C)C2)on1 (stereo not given)
44. CSc1nc2[nH]ncc2c(=O)[nH]1
45. Cc1ccc(-n2c(C)nc3c(cnn3-c3ccc(F)cc3)c2=O)cc1C
46. CCSc1nnc(NC(=O)CSc2nnc(C)c(=O)n2N)s1
47. O=C(O)CSc1nccc2ccccc12
48. C=CCn1c(C)cc(C(=O)CSc2nnc(-c3cccc(S(=O)(=O)N(CC)CC)c3)o2)c1C

screen / no.	43	44	45	46	47	48
MazEF act	.	1	-4	-3	-12	-2
GDH-TPI inh	-5	5	-6	6	5	-1
Mtb UGM inh	.	2.4	1.0	1.1	2.8	-0.2
Rv3671c protease	.	-15	2	-14	-13	-6
PrPC TRFRET	-1	-1	0	1	15	-1
BoNT-F LC inh	4	-2	-11	-1	-5	3
FadD28 binding	-2.0	-0.2	-1.9	-2.7	0.2	-1.2
Mtb FBA inh	1	-2	3	-1	2	-3
Mtb BioA inh	-0.5	-2.9	3.5	.	.	-1.5

49. O=C(COc1coc(CN2CCN(c3ccccc3)CC2)cc1=O)NCC1CCCO1 (stereo not given)
50. CCc1nc2ccc(C(=O)NCCN3CCOCC3)cn2c1N(C=O)Cc1ccc(OC)cc1
51. Cc1ccc(NC(=O)C2CCCN(S(=O)(=O)c3c(C)noc3C)C2)cc1 (stereo not given)
52. O=C(O)c1cccc(Nc2ccc3nonc3c2[N+](=O)[O-])c1

screen / no.	49	50	51	52
MazEF act	2	.	10	4
GDH-TPI inh	0	6	0	6
Mtb UGM inh	1.2	.	0.4	0.1
Rv3671c protease	5	.	4	2
PrPC TRFRET	-2	-1	-2	-73
BoNT-F LC inh	12	0	0	?
FadD28 binding	-3.1	-2.9	-3.0	0.7
Mtb FBA inh	-1	1	-2	-6
Mtb BioA inh	-0.2	-0.6	-1.1	1.5
